Bioassay records (PubChem BioAssay)
GC-B act: GC-B (human) receptor activation. 370,000 compounds, 0.11% hits. activation, % at 10 µM. HEK293-GC-B cells, CNP EC30, cGMP TR-FRET; 0% at EC30 CNP, 100% saturating CNP. P20594. AID 1920062;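 active = activation at 10 µM reaching about 35% in either raw or pattern-adjusted values, limit read from the data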
TDP2 absorb: TDP2 (human) inhibition, absorbance primary screen; 370,000 compounds, 0.34% hits; AID 720702; recombinant TDP2, T5PNP hydrolysis, p-nitrophenol absorbance 415 nm; O95551; inhibition, % at 12.8 µM;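 active = inhibition above the mean of all tested compounds plus 3 SD, set per campaign, cut at about 25% in these data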;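 also: 0% = DMSO with enzyme and 100% = buffer with substrate but no TDP2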
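System – recombinant human TDP2 · Quantity – TDP2 enzyme at 120 nM final · Doses – single concentration, 12.8 µM nominal, with 1% DMSO · Incubation – 2 h at 37 °C · Measured by – epi absorbance of p-nitrophenol freed from T5PNP by hydrolysis · Read-out – % inhibition relative to enzyme-containing and enzyme-free wells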
mABHD4 FP: inhibits mouse alpha/beta hydrolase domain 4; Q8VD66; purified mABHD4, FP-Rh probe fluorescence polarization; inhibition, % at 8.92 µM; 370,000 compounds, 0.54% hits; AID 720543;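 active = inhibition exceeding the mean over every tested compound plus 3 SD, cut at about 30% in these data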;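 also: 0% = plate median of compound wells and 100% = S159A mutant with DMSO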
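system = mouse ABHD4 enzyme, wild type | medium = HEPES pH 7.0, NaCl, Pluronic buffer | also added = FP-Rh probe | incubation = Enzyme–compound pre-incubation 45 min, then probe 60 min, both 25 °C | technique = fluorescence polarization, excitation 525 nm, emission 598 nm, BODIPY TMR filters | controls = S159A mutant high control, sample median low control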
rCAG binder: binds r(CAG) RNA repeats | r(CAG) RNA repeat, TO-PRO-1 dye displacement fluorescence | inhibition, % at 3 µM | 370,000 compounds, 1.3% hits | AID 651821;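 active = inhibition above the plate cutoff, the mean of all test compounds on that plate plus 3 SD, cut at about 35% in these data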;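 also: 0% = DMSO alone and 100% = 100 µM mitoxantrone as full dye displacement; higher means more dye released from RNA so lower well fluorescence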
MBD2 DNA inh: blocks human MBD2 binding to methylated DNA. TR-FRET, MBD2 binding to methylated oligonucleotide. inhibition, % at 4.4 µM. Q9UBB5. 370,000 compounds, 0.31% hits; in the data active = inhibition above about 13%
Target sequence (Q9UBB5 whole entry, looked up): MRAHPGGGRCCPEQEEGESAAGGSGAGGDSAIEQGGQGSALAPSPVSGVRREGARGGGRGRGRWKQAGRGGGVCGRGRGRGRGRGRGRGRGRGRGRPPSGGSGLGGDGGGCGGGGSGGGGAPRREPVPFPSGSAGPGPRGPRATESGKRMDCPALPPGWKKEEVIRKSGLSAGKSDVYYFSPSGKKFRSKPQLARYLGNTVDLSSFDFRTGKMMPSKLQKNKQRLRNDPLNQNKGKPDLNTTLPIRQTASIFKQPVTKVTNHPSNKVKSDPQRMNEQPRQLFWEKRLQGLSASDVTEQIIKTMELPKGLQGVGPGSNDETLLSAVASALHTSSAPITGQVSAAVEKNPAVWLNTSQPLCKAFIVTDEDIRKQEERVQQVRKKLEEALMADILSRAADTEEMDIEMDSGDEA
HTRA1 inh: blocks human HTRA1 serine peptidase; recombinant HTRA1, FP-rhodamine activity-based probe, fluorescence polarization; inhibition, % at 5.96 µM; 340,000 compounds, 0.5% hits; Q92743; AID 504803; in the data active = inhibition above about 36%;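 also: 0% = enzyme with DMSO and 100% = wells lacking enzyme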
TCR CD3 inh: inhibitors of human TCR-CD3 interaction. inhibition, % at 9.4 µM. TAMRA-labeled TCR probe fluorescence, biochemical. 360,000 compounds, 0.37% hits; in the data active = inhibition above about 19%;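 also: recombinant mutant TCR 2C K166C tagged with TAMRA read by polarization; 0% = receptor in buffer alone and 100% = receptor with positive control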
SIAE primary: blocks human sialic acid acetylesterase; AID 1053197; 370,000 compounds, 0.69% hits; SIAE FP-Rh probe binding, fluorescence polarization; inhibition, % at 9.66 µM;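 active = inhibition above a cutoff: mean of compounds within the control limits plus 3 SD of those, cut at about 17% in these data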;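 also: 0% = plate median of compound wells and 100% = probe without SIAE protein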
LEDGF integ inh: blocks HIV-1 LEDGF/p75-dependent DNA integration | TR-FRET IN-LEDGF/p75 DNA integration, Eu/Cy5 | inhibition, % at 3.7 µM | 370,000 compounds, 0.64% hits;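 active = inhibition above the screen-wide mean plus 3 SD, cut at about 13% in these data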;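 also: signal is the Cy5 over europium emission ratio at 671 and 618 nm; 0% = plate median of compound wells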
PRMT1 inh: PRMT1 (human) inhibition, primary screen; Q99873; recombinant PRMT1, activity-based probe fluorescence polarization; inhibition, % at 2.79 µM; 370,000 compounds, 1.3% hits; AID 652257;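 active = inhibition above about 21% made by adding two undisclosed values, limit read from the data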
Target sequence (Q99873 whole entry, looked up): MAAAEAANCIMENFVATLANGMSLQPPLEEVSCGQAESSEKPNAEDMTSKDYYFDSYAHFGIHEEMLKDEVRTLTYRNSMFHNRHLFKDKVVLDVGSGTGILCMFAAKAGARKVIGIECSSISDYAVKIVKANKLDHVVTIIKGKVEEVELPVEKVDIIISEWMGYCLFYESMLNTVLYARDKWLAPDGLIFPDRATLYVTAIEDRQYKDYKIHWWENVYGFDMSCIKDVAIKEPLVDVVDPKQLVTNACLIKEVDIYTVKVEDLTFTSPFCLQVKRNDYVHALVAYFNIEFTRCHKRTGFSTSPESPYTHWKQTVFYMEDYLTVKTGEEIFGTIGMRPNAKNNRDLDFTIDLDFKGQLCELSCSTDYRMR
* = called active by the depositor; · = no result given. These rows are one share of the data (hit frequency here may not be typical).

SMILES	GC-B act	TDP2 absorb	mABHD4 FP	rCAG binder	MBD2 DNA inh	HTRA1 inh	TCR CD3 inh	SIAE primary	LEDGF integ inh	PRMT1 inh
CN1CCN(S(=O)(=O)c2ccc(NC(=O)C3CCCO3)cc2)CC1 (stereo unspecified)	2	3	-3	1	2	-2	4	-3	2	3
CC(=O)NS(=O)(=O)c1cccnc1Nc1ccc(Cl)c(Cl)c1	3	1	-9	37*	3	-26	5	-3	4	0
O=C(COc1cccc2cccnc12)Nc1cccc(S(=O)(=O)N2CCCC2)c1	-3	-27	-20	17	-7	-16	1	-16	10	-3
COc1ccc(Cn2cc(CN3CCOCC3)nn2)cc1	-4	5	2	1	0	·	2	2	-4	4
CCc1ccc(C(C(=O)NC2CCCC2)N(Cc2cccnc2)C(=O)c2csnn2)cc1 (stereo unspecified)	4	12	-4	-3	0	0	5	2	0	1
O=C(NCc1cccnc1)C1COc2ccccc2O1 (stereo unspecified)	-4	10	4	-1	1	-1	-2	-2	1	0
Cc1ccc(S(=O)(=O)N2Cc3ccccc3CC2C(=O)Nn2cnnc2)cc1 (stereo unspecified)	3	5	-4	6	1	-2	1	-8	-4	-1
COc1cc(-c2nc3n(n2)C(c2ccc(F)cc2)C2=C(CCCC2=O)N3)cc(OC)c1OC (stereo unspecified)	4	3	-12	2	-3	-5	0	-11	2	-2
CCN(CC(=O)Nc1ccc(NC(C)=O)cc1)C(=O)/C=C/c1cn(-c2ccccc2)nc1-c1cccs1	14	5	-32	17	0	-73	10	-44	-3	0
O=C(CSc1nc2ncc(Cl)cc2[nH]1)NCCc1ccc(F)cc1	0	-9	-2	2	-2	-3	0	6	-8	3
C=CCn1c(NC(=O)c2ccccc2)nc2ccccc21	-1	10	3	0	4	-2	-5	-4	15*	2
COC(=O)C1=CN(Cc2ccc(OC)c(OC)c2)C=C(C(=O)OC)C1c1cccc(OC)c1OC	-1	16	3	-1	2	-6	-1	-8	-4	2
Cc1cccc2cc(CNCC3CCCO3)c(Cl)nc12 (stereo unspecified)	-2	1	-1	-3	1	-7	-3	4	6	-5
CN(C)c1ccc(/C=N/O)cc1	2	-6	-2	-4	3	0	-2	-10	-6	4
O=C(NCCc1ccc(Cl)cc1)c1ccc(CS(=O)Cc2ccccc2Cl)o1 (stereo unspecified)	3	-3	-2	-4	1	-9	6	0	-3	0
CCOC(=O)c1c(CN2CCCCC2)oc2ccc(O)cc12	-4	-5	-3	-9	2	-9	4	6	0	-1
CCN(CC)c1ccc(C(=O)OCC(=O)N(C(C)C)C(C)C)cc1	4	-6	-4	-10	0	-8	-6	3	-3	-5
Cn1cc(-c2csc(C(C)(O)c3cccc(F)c3)n2)cn1 (stereo unspecified)	-6	-10	-20	0	9	·	-4	0	-3	4
CC(=O)c1cccc(NC(=O)c2ccc(Br)o2)c1	2	4	-4	3	-7	-1	-3	3	1	3
Cc1cc2cc(CNC(=O)c3ccc(S(=O)(=O)N4CCCC4)cc3)ccc2n1C	4	7	39*	19	-2	25	70*	26*	-1	3
CC(C)NCc1c(O)c(Br)cc2oc3c(c12)CCCC3	-11	3	7	7	-1	7	0	0	0	3
Clc1cccc(Cl)c1Cn1nnc(N2CCCC2)n1	0	-1	-4	-8	-6	-8	-4	0	-1	-1
CC(C)=CCCC1=CCC2C(=O)NNC(=O)C2C1 (stereo unspecified)	7	4	-2	0	3	-2	5	0	1	1
Cc1ccc(S(=O)(=O)N2CCOCC2)cc1C(=O)N1CCOCC1	6	5	-3	1	3	6	-3	-3	3	-2
CCOc1cc2[nH]c(=S)n(CCN3CCC(C)CC3)c(=O)c2cc1OCC	3	-6	-4	-7	0	-6	9	0	-4	-1
c1nc(NCC2(N3CCOCC3)CCCCC2)c2ccsc2n1	5	1	3	-2	-1	1	-2	5	-2	1
Cc1cccc(-n2c(SCc3cc(=O)n4ccsc4n3)nc3ccccc32)c1	9	10	-44	3	1	-42	-21	-25	3	5
CC(=O)C1(C)C(=O)N(c2ccc(F)cc2)C(=O)N1c1ccc(F)cc1 (stereo unspecified)	7	7	-9	0	4	-3	-5	9	2	4
COc1cc(/C=N/NC(=O)CSc2n[nH]c(=O)[nH]c2=O)cc(OC)c1O	-3	5	1	-1	4	3	2	3	-3	-3
O=C(NNC(=O)C12CC3CC(CC(C3)C1)C2)c1ccccc1O	-1	-15	0	2	-7	19	0	0	-4	-4
CN(CCOc1cccc2ccccc12)Cc1ccccc1	-4	14	8	-3	-2	-3	3	0	2	-1
Cc1ccc(S(=O)(=O)NCCc2nnc3ccc(NCCCOC(C)C)nn23)cc1	-4	2	3	-6	-1	-4	2	-9	2	0
Cc1ccc(/C=N/NC(=O)c2cccc3ccccc23)o1	-3	-6	0	4	-6	-6	-6	5	-4	8
O=S(=O)(/N=C(/c1ccccc1)N1CCCCC1)c1ccccc1	1	9	10	-5	1	0	3	2	-3	3
Nc1nc(CSc2ccccc2)nc(N2CCCCC2)n1	2	-3	4	-8	4	-8	-6	-4	-6	5
O=C(CSc1ccccc1)NCc1ccccc1	7	-1	3	0	3	8	-3	-10	1	-2
Oc1ccc(/C=N/NC(=S)NCc2ccco2)cc1	-2	1	5	1	-2	-3	2	3	1	1
N#CC(=Cc1ccncc1)c1ccccc1	-1	1	4	2	2	-5	7	2	-1	-1
Fc1cc(F)nc(NCc2ccccc2)n1	2	5	0	3	3	5	-2	15	-1	1
O=C(c1ccc(F)cc1)c1ccc(OCC(=O)N2CCOCC2)cc1	-8	3	2	-3	-7	2	0	2	4	-9
CCC(=NC(CC)CO)C1=C(O)CC(C)(C)CC1=O (stereo unspecified)	5	-5	-14	-4	8	-2	-1	1	5	0
COc1ccc(C(=O)COC(=O)c2sc(C)nc2C)cc1F	8	-5	-9	9	1	-1	2	-4	4	0
CC(=O)Nc1cccc(-n2nnc(SCC(=O)Nc3ccc(F)c(Cl)c3)n2)c1	-2	10	-5	4	-4	·	7	-19	1	2
COc1cc(C(=O)NCC(=O)OCc2cc(=O)oc3c(C)c(C)ccc23)cc(OC)c1OC	-1	15	1	-4	-1	4	4	-1	1	1
CCN(CC)CCN(C(=O)c1cc2ccccc2cc1OC)c1nc2ccc(OC)cc2s1	-17	5	3	-3	5	-36	1	-5	-1	2
CC(=O)C1=C(c2ccccc2)OC(N)=C(C#N)C1c1ccccc1C (stereo unspecified)	-5	8	0	3	1	-1	-2	2	-2	0
COCCCn1c(SCC(=O)Nc2ccccc2)nnc1-c1ccncc1	-3	-3	6	-3	2	-2	5	1	0	-1
O=C(Nc1ccccc1Cl)c1ccc2c(=O)n3c(nc2c1)CCC3	0	12	4	1	0	-10	-5	-2	-4	2
CCC(C)NC(=O)N1c2ccccc2Sc2ccccc21 (stereo unspecified)	-6	4	3	-3	4	2	2	2	-5	-4
c1ccc(NC2=NCCN2CCCC2CCCCC2)cc1	-9	6	3	2	0	-2	-4	9	-1	2
COc1ccc(N(C(=O)Cn2nnc3ccccc32)C(C(=O)NCc2ccco2)c2ccc(C)o2)cc1 (stereo unspecified)	-4	2	0	-7	0	-6	-1	3	-4	2
Cc1noc(C(=O)Nc2cccnc2Cl)c1Cl	6	8	-10	-1	-3	4	7	-3	-3	0
CCOc1ccc(S(=O)(=O)NCCC(=O)N2CCN(c3ncccn3)CC2)cc1	-1	-2	1	-2	3	-1	-2	-4	77*	0
O=C(O)CC(NC(=O)C(c1ccccc1)c1ccccc1)c1cccc([N+](=O)[O-])c1 (stereo unspecified)	2	4	0	8	2	0	-3	-3	0	-1
COc1ccccc1NC(=O)c1ccc(SCC(=O)NCc2ccccc2Cl)c([N+](=O)[O-])c1	-8	-5	-5	12	8	-11	-10	-13	-2	3
CC1=C[C@]2(CN(CC3CC3)C3=N[C@H](c4ccccc4)CC(=O)N32)n2c(=O)n(-c3ccccc3)c(=O)n2C1	0	-5	2	·	1	·	·	6	1	-4

A different layout for 4 compounds above.
> COCCCn1c(SCC(=O)Nc2ccccc2)nnc1-c1ccncc1
  GC-B act = -3
  TDP2 absorb = -3
  mABHD4 FP = 6
  rCAG binder = -3
  MBD2 DNA inh = 2
  HTRA1 inh = -2
  TCR CD3 inh = 5
  SIAE primary = 1
  LEDGF integ inh = 0
  PRMT1 inh = -1
> O=C(Nc1ccccc1Cl)c1ccc2c(=O)n3c(nc2c1)CCC3
  GC-B act = 0
  TDP2 absorb = 12
  mABHD4 FP = 4
  rCAG binder = 1
  MBD2 DNA inh = 0
  HTRA1 inh = -10
  TCR CD3 inh = -5
  SIAE primary = -2
  LEDGF integ inh = -4
  PRMT1 inh = 2
> CCC(C)NC(=O)N1c2ccccc2Sc2ccccc21 (stereo unspecified)
  GC-B act = -6
  TDP2 absorb = 4
  mABHD4 FP = 3
  rCAG binder = -3
  MBD2 DNA inh = 4
  HTRA1 inh = 2
  TCR CD3 inh = 2
  SIAE primary = 2
  LEDGF integ inh = -5
  PRMT1 inh = -4
> c1ccc(NC2=NCCN2CCCC2CCCCC2)cc1
  GC-B act = -9
  TDP2 absorb = 6
  mABHD4 FP = 3
  rCAG binder = 2
  MBD2 DNA inh = 0
  HTRA1 inh = -2
  TCR CD3 inh = -4
  SIAE primary = 9
  LEDGF integ inh = -1
  PRMT1 inh = 2
